# GlmU inhibition = inhibition of mycobacterial GlmU enzyme – biochemical, glucosamine-1-phosphate acetyltransferase (AID 1376); Bifunctional protein GlmU (Mycobacterium tuberculosis (strain ATCC 25618 / H37Rv)); M. tuberculosis GlmU acetyltransferase enzyme assay; higher % means a stronger effect; inhibition, %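 (tested at 30 µM in the primary screen)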; hits with a dose series show IC50 in µM; hit rate 0.25% among 220,000; in the data active = inhibition above about 13%; inconclusive = no clear call, values can overlap the other calls;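 note: 0% = complete reaction with vehicle and 100% = reaction without substrate; strong numbers were not always called active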
# RmlCD inh 1536 = M. tuberculosis RmlC/RmlD coupled enzyme inhibitors, primary screen, biochemical, compound mixtures, 384-well, from 1536-well plates; dTDP-4-dehydrorhamnose reductase (Mycobacterium tuberculosis (strain ATCC 25618 / H37Rv)) …; RmlC+RmlD coupled enzyme assay, percent inhibition; primary screen in compound mixtures; inhibition, % at 3.6 µM; hit rate 0.03% among 160,000; AID 1533, 2009; in the data active = inhibition mostly above about 34%, no sharp cut-off; inconclusive = no clear call, values can overlap the other calls; inactive = mostly below about 22%; note: some results filed as inactive read as strong as hits
# Target sequence (P9WH09 whole entry, looked up): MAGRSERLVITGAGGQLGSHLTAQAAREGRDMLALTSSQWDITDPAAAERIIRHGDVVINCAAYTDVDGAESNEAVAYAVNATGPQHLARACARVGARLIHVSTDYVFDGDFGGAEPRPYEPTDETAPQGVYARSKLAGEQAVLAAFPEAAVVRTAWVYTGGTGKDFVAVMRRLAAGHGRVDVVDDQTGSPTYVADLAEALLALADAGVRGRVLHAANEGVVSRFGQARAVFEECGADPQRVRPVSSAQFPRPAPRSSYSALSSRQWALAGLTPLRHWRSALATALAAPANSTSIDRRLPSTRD
# Target sequence (P9WH11 whole entry, looked up): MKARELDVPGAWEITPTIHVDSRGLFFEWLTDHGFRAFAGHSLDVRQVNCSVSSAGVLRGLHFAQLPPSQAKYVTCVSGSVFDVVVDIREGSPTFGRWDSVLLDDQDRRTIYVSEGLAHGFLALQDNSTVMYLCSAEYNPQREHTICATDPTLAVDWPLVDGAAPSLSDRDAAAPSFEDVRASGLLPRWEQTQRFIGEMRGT
# * = called active by the depositor; ? = inconclusive; . = no result given; & = joins results of further samples. This is a subset; rates above refer to the full screens.
# Order of values: GlmU inhibition | RmlCD inh 1536
CCOC(=O)C1CCN(C(=O)COC(=O)COc2ccccc2OC)CC1
 : 1.0% | -2
O=c1cc(CSc2nnc(-c3ccccc3)o2)c2ccccc2[nH]1
 : 3.5% | -1
c1ccc(-c2ccc3sccc3n2)cc1
 : 0.8% | .
N#Cc1cccc(CSc2nnc(CCCO)n2-c2ccccc2)c1
 : -2.8% | .
CCOc1cc(N2CCOCC2)c(OCC)cc1NC(=O)COC(=O)c1cc(C)cc(C)c1
 : 5.0% | -9
C/C(Cl)=C\Cn1c(O)c(N=NC(N)=S)c2ccccc21
 : 9.6% | -10
Cc1[nH]c2ccccc2c1C(C[N+](=O)[O-])c1cccs1 (stereo not drawn)
 : -1.0% | 0
CCOc1ncccc1C(=O)Oc1ccc2c(c1)OCO2
 : 1.8% | .
Cc1cc(-c2ccccc2N)n[nH]1
 : 2.6% | 15
CC(C)(C)N(C(=O)Cn1nnc(-c2ccc(F)cc2)n1)C(C(=O)NC1CCCC1)c1ccncc1 (stereo not drawn)
 : -5.5% | .
Cc1cc(=O)oc2cc(OCC(=O)NCCc3nc4ccccc4[nH]3)ccc12
 : 9.8% | 4
COC(=O)c1cn(Nc2ncc(C(F)(F)F)cc2Cl)c(=O)c2ccccc12
 : -0.4% | 7
COC(=O)c1[nH]c2cc(OC)ccc2c1NC(=O)CCN1CCN(c2ccccc2)CC1
 : -2.6% | -6
COc1cc(-c2n[nH]c(=S)n2-c2ccc(C)cc2)cc(OC)c1OC
 : 3.8% | .
O=c1cc(CSc2ccccn2)[nH]c(=O)[nH]1
 : -3.3% | .
CC(=O)Nc1sc2c(c1C(N)=O)CCCC2
 : 1.9% | .
Cc1scc(C(=O)NNC(=S)NCC2CCCO2)c1-c1ccccc1 (stereo not drawn)
 : 2.4% | 6
CNC(=O)COC(=O)/C=C/c1nc2ccccc2s1
 : -4.1% | -12
CCc1nnc2n1N=C(c1cccc([N+](=O)[O-])c1)CS2
 : 7.5% | .
CN(C)C(=O)CNC(=O)C1CCCCC1
 : 1.4% | 9
O=C(Nc1ccccc1C(=O)N1CCCC1)c1ccccc1
 : 4.4% | .
CNC(=S)SCCOc1ccccc1C
 : 4.2% | -8
CC1(C)CC[C@]2(CO)[C@@H](O)C[C@]3(C)C(=CCC4[C@@]5(C)CC[C@H](O)C(C)(C)C5CC[C@]43C)[C@@H]2C1 (stereo partly drawn)
 : 2.2% | .
O=C(CCSc1nc(-c2ccco2)cc(C(F)(F)F)n1)N1CCN(c2ccccn2)CC1
 : 0.9% | -9
COc1cc(OC)c2c(-c3ccccc3)cc(=O)oc2c1C(CC(=O)N1CCOCC1)c1ccc2c(c1)OCO2 (stereo not drawn)
 : 3.2% | .
O=C(CN1CCN(C(c2ccccc2)c2ccccc2)CC1)N1N=CCC1c1ccccc1 (stereo not drawn)
 : -1.0% | -3
CC(C)(C)NC(=O)CN(Cc1cccs1)C(=O)CCC(=O)Nc1nccs1
 : 1.7% | -4
COc1ccc(Oc2nc(C)cc(C)c2S(=O)(=O)c2ccc(C)cc2)cc1
 : . | -1
Cc1ccc(S(=O)(=O)N2CCN(C)CC2)c(C)c1
 : 5.3% | .
COc1ccc(CN(C(=O)CN2C(=O)c3ccccc3S2(=O)=O)C(C(=O)NCC2CCCO2)c2ccncc2)cc1 (stereo not drawn)
 : -2.1% | 7
CCCC(=O)n1nc(-c2cccnc2)nc1NCc1ccccc1
 : 2.7% | 33
C=CCC1(CN2CCCC2=O)C(=O)NC(=O)NC1=O
 : -5.5% | 8
Cc1cc(C(=O)COC(=O)Cc2n[nH]c(=O)c3ccccc23)c(C)n1-c1ccc2c(c1)OCCO2
 : -6.9% | 4
O=S(=O)(c1ccc(Oc2ccc3oc4ccccc4c3c2)nc1)N1CCCC1
 : -0.3% | -2
Cc1ccc(NC(=O)C(C)c2ccc(-c3ccccc3)c(F)c2)cc1 (stereo not drawn)
 : 1.3% | 0
Cc1cc2nc(N)sc2cc1C
 : 2.3% | -8
Cc1cc2c(NC(=O)Nc3ccc(C(F)(F)F)cc3)cccc2nn1
 : . | -4
COc1ccc(N2C(=O)[C@@H]3[C@H](C2=O)[C@H]2C=CC=NN2[C@@H]3C(=O)Nc2ccc(Cl)cc2)cc1
 : 58% | 5
Cc1cc2c(c(=O)o1)C(C(C)C)C(C#N)=C(N)O2 (stereo not drawn)
 : 5.2% | .
Cc1nnc(NC(=O)CCC(=O)NCc2ccco2)s1
 : -2.7% | .
Cc1nc(SCC(=O)N2CCc3ccccc3C2)c2c(C)c(C)sc2n1
 : -0.3% | 8
CCC(C(=O)Nc1nccs1)(C(F)(F)F)C(F)(F)F
 : -2.6% | 6
O=C(COc1ncnc2ccccc12)NCC1CCCO1 (stereo not drawn)
 : -3.1% | -6
O=C1CSC(=S)N1N1C(=O)c2cccc([N+](=O)[O-])c2C1=O
 : 6.3% | 0
Cc1nc(C)n(CC(O)COc2ccc3cc(Br)ccc3c2)n1 (stereo not drawn)
 : 2.2% | 1
COc1ccc(C(=O)OCC(=O)Nc2cc(C)on2)cc1S(=O)(=O)N1CCOCC1
 : 0.4% | -6
O=C(CS(=O)(=O)c1cn(Cc2ccc(Cl)cc2)c2ccccc12)N1CCOCC1
 : -5.1%&-1.9% | -2
O=C(c1cccs1)N1CCCC(c2ccccc2)C1 (stereo not drawn)
 : 1.6% | -5
CC(=O)Nc1cc(C(=O)N(C)Cc2ccco2)ccc1Sc1ccc(C)cc1
 : -1.5% | 5
C=CCSc1nnc(-c2cc3c(C(F)(F)F)nn(C)c3s2)n1C
 : 4.5% | .
CC(=O)c1cccc(NC(=S)NC(=O)c2ccccc2)c1
 : -0.3% | .
Cc1ccc(C)c(OCC(=O)NCCNC(=O)COc2cc(C)ccc2C)c1
 : -4.4% | .
NC(=O)CSc1oc(-c2ccc(F)cc2)nc1S(=O)(=O)c1ccccc1
 : -3.2% | 7
O=C1OCc2cccc([N+](=O)[O-])c21
 : 7.8% | 4
OCCOCCNc1ncnc2sc(-c3ccccc3)cc12
 : 2.8% | -15
COCCCN1C(=O)C(=O)/C(=C(/O)c2ccc(OC(C)C)cc2)C1c1ccncc1 (stereo not drawn)
 : 8.1% | 11
CCN1CCCC1CN(Cc1cc2ccc(C)cc2[nH]c1=O)C(=S)Nc1ccccc1OC (stereo not drawn)
 : 6.1% | -2
CC1CCCCN1C(=S)NCc1ccco1 (stereo not drawn)
 : 2.5% | 3
CC[n+]1c(C)sc2cc(C)ccc21
 : -1.4% | -13
O=C1Nc2c(c(=O)[nH]c(=O)n2-c2ccccc2F)C(C(F)(F)F)(C(F)(F)F)N1
 : -1.1% | .

# Later entries.
# Order of values: GlmU inhibition | RmlCD inh 1536
COc1ccc(N2C(=O)CC(NNC(=O)c3ccc(Br)s3)C2=O)cc1 (stereo not drawn)
 : -5.0% | .
Cc1ccc(-c2ccc([C@H]3[C@H]4C=CC[C@@H](C)[C@@H]4C(=O)N3Cc3ccccc3)c(F)c2)cc1
 : 0.8% | .
CC(C)(C)CN1C(N)=NC[C@H]1Cc1ccc(O)cc1
 : -3.2% | .
COc1ccc(N2CCN(C(=O)C3CCN(S(=O)(=O)c4cccs4)CC3)CC2)cc1
 : -1.7% | -8
COc1cc2c(cc1OC)CN(C(=O)CC1CC3CCC1C3)CC2 (stereo not drawn)
 : -0.4% | .
Cc1ccc(N2CCN(C(=O)CN3C(=O)c4ccccc4C3=O)CC2)cc1
 : 1.1% | -7
N#Cc1ccc(OCc2noc(-c3ccsc3)n2)cc1
 : 2.9% | -13
O=C(NNC1CC(=O)N(c2cccc(Cl)c2)C1=O)c1cccs1 (stereo not drawn)
 : 7.3% | -11
CCOC(=O)c1ccccc1NC(=O)COC
 : -1.2% | .
Nc1nc(Cl)cc(N2CCOCC2)n1
 : 1.0% | .
COCC(C)n1c(SCc2ccc(C(=O)OC)o2)nc2ccccc2c1=O (stereo not drawn)
 : 5.1% | 8
CCOC(=O)C1(Cc2ccc(OC)cc2)CCN(C(=O)Cn2cnnn2)CC1
 : -0.6% | .
C/C(=N\NC(=S)NCc1ccccc1)c1ccc(C#N)cc1
 : -2.7% | 13
NC(=S)Nc1ncc(C(F)(F)F)cc1Cl
 : 3.6% | 7
CCCn1c(C)cc(C=O)c1C
 : -4.4% | 0
C#CC(CO)N(CCN(Cc1ccccc1)C(C#C)CO)Cc1ccccc1 (stereo not drawn)
 : 4.7% | 6
CSCCC(NC(N)=O)C(=O)NCC1CCCCC1 (stereo not drawn)
 : 9.4% | 5
O=C1C2C3C=CC(C2C(=O)N1CCCO)C1C2C(=O)N(CCCO)C(=O)C2C31 (stereo not drawn)
 : -7.8% | 6
O=C(c1ccc(Cl)c([N+](=O)[O-])c1)N(Cc1ccc(Cl)cc1)C1CCS(=O)(=O)C1 (stereo not drawn)
 : -2.8% | 8
O=C(CNC(=S)N(Cc1ccccc1Cl)C1CCCC1)NCCCN1CCOCC1
 : 4.3% | -8

# 2 entries from above, with each value named.
> O=C(NNC1CC(=O)N(c2cccc(Cl)c2)C1=O)c1cccs1 (stereo not drawn)
  GlmU inhibition: 7.3%
  RmlCD inh 1536: -11
> CCOC(=O)c1ccccc1NC(=O)COC
  GlmU inhibition: -1.2%
  RmlCD inh 1536: .

# More results
# Order of values: GlmU inhibition | RmlCD inh 1536
CCOC(=O)c1cnc2ccc(C)cc2c1Sc1ccccc1
 : -1.6% | .
Nc1c(Cl)ncnc1N/N=C/c1ccnc2ccccc12
 : 1.1% | -1
O=C(Nc1cccc(Cl)c1N1CCOCC1)c1ccc2c(c1)OCCO2
 : 2.9% | .
CCn1c(Cc2ccccc2)nnc1SCC(=O)Nc1ccccc1N1CCOCC1
 : 4.4% | .
CC(=O)c1cccc(NS(=O)(=O)c2ccc(N/C=C\C(=O)c3ccc(F)cc3)cc2)c1
 : 2.8% | .
C/C(=N\NC(=O)c1cccc(S(=O)(=O)N2CCOCC2)c1)c1ccco1
 : -1.1% | .
Cc1ccc2nc(SCc3nnc(-c4ccccc4[N+](=O)[O-])o3)c(C#N)cc2c1
 : 1.8% | .
COc1ccc(CN(C)C(=O)c2cnc(OC)cc2C(F)(F)F)c(OC)c1
 : 0.4% | 5
Cc1ccc(CNC(=O)C2CCN(S(=O)(=O)N3CCCCC3)CC2)cc1
 : 0.8% | -12
CNC(=O)C(=O)NCCCN1CCOCC1
 : 2.5% | -11
Cn1c(CNC(=O)OC(C)(C)C)nnc1SCc1c(Cl)cccc1Cl
 : 2.9% | 2
Cc1nn(CC(=O)N/N=C/c2ccc(F)cc2)c(C)c1[N+](=O)[O-]
 : 0.3% | -9
Oc1cccc2ccc(/C=C/c3ccc(Br)s3)nc12
 : 2.4% | -12
Cc1ccccc1NC(=O)C1C2/C=C\CCCCC21 (stereo not drawn)
 : 2.1% | -3
CCOc1ccc(NS(=O)(=O)c2cnc(Cl)c(Cl)c2)cc1
 : 2.9% | .
Cn1c(C(=O)NC2CCCCC2)cc2sccc21
 : -5.5% | 14
COc1ccc(Nc2nc(NCc3ccco3)nc(N/N=C/c3ccccc3Cl)n2)cc1
 : 1.5% | 0
Cc1cccc(NC(=O)c2ccc3ccccc3n2)n1
 : 6.5% | .
C=CCc1ccccc1OCC(=O)O
 : -4.1% | -3
O=C(N/N=C/c1cccc([N+](=O)[O-])c1O)c1cccs1
 : 5.0% | -1
CC(NCc1ccccc1O)c1ccccc1 (stereo not drawn)
 : 3.1% | -8
COCCCNC(=O)CC(NS(=O)(=O)c1ccc(OC)cc1)c1ccc(OC)cc1 (stereo not drawn)
 : 8.0% | -4
CCOC(=O)CSc1nc2c(c(=O)[nH]c(=O)n2C)n1C/C=C(/C)Cl
 : 3.1% | -6
COc1ccc(OC)c(NC(=O)CSC2=C(C#N)C(c3ccco3)C3=C(CCCC3=O)N2)c1 (stereo not drawn)
 : . | ?
CCNc1nc(NCC)nc(OCCOC(=O)c2ccccc2)n1
 : 2.6% | -9
Cn1c(=O)cc(C(=O)N/N=C/c2ccc(Cl)cc2)[nH]c1=O
 : 5.6% | 4
Cc1ccccc1COCCN1CCN(S(=O)(=O)c2ccccc2)CCC1=O
 : 10% | 8
N/C(=N\OC(=O)CCCc1ccccc1)c1ccccn1
 : 6.5% | 5
CCc1cc2c(=O)c(-c3nc4ccccc4[nH]3)coc2cc1OC(=O)N1CCOCC1
 : 2.1% | 2
COC(=O)c1cn(-c2ccc(Cl)cc2)c(=O)c2ccccc12
 : 0.1% | .
CCN(CC)CCCN1C=C2C(=O)C(C)(OC(=O)C3CCCC3)C(=O)C(c3ccccc3)=C2C=C1CCCC(=O)OC (stereo not drawn)
 : -1.4% | 3
O=C(O)Cn1nc(C(F)(F)F)c2c1CCCC2
 : 1.2% | -10
CCn1c(SCc2nc3ccccc3s2)nc2cc(S(=O)(=O)N3CCOCC3)ccc21
 : ? | .
O=C(NCc1ccco1)c1ccc(OCC2CCCO2)cc1 (stereo not drawn)
 : 1.7% | -5
Cn1c(CN2CCCCC2)nc2cc(NS(=O)(=O)c3ccc(Cl)cc3)ccc21
 : 3.5% | -7
CC(=O)Cc1nsc(NC(=O)c2cn(-c3ccccc3)nc2-c2ccc(Br)cc2)n1
 : 2.4% | 8

# Single entries from the entries so far.
# Entry for `CC(C)(C)CN1C(N)=NC[C@H]1Cc1ccc(O)cc1` under GlmU inhibition: -3.2%
# Entry for `Cc1ccccc1NC(=O)C1C2/C=C\CCCCC21` (stereo not drawn) under GlmU inhibition: 2.1%
# Entry for `N/C(=N\OC(=O)CCCc1ccccc1)c1ccccn1` under GlmU inhibition: 6.5%
# Entry for `CCOc1cc(N2CCOCC2)c(OCC)cc1NC(=O)COC(=O)c1cc(C)cc(C)c1` under GlmU inhibition: 5.0%
# Entry for `C=CCc1ccccc1OCC(=O)O` under RmlCD inh 1536: -3

# High-throughput results deposited in PubChem BioAssay by several laboratories.
